FLuc inh: blocks purified firefly luciferase enzyme activity | P08659 | purified P. pyralis luciferase, luminescence, biochemical | Potency, µM (top dose mostly 115 µM), inactives show at the highest dose activity change, negative = inhibition, usual class: inhibitors | actives 2.5% (n = 76,000); note: potency is the fitted concentration of half-maximal effect; nearly all actives have a fitted effect of over 65% in size
Target sequence (P08659 whole entry, looked up): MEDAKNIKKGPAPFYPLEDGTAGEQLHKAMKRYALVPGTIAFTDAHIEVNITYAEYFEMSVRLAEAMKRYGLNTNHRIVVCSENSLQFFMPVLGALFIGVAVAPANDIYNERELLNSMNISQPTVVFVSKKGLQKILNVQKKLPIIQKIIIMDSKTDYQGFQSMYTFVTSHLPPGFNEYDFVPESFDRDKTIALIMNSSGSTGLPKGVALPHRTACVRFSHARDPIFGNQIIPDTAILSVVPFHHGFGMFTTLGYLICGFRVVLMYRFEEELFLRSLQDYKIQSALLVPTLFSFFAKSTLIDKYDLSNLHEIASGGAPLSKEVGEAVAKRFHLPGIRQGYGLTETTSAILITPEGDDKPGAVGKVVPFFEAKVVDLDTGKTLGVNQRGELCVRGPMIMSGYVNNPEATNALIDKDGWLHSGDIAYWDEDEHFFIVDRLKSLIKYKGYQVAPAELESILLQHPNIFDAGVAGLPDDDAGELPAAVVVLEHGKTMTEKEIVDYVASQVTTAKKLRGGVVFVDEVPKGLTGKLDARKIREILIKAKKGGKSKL
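Purified P. pyralis luciferase (10nM final) in 50mM Tris acetate pH 7.5, 10mM Mg acetate, 0.01% Tween-20, 0.05% BSA with 10uM D-luciferin and 10uM ATP. Compounds titrated qHTS. Luminescence imaged on CCD.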
GPT2 inh: GPT2 alanine aminotransferase inhibition. actives 0.25% (n = 100,000). Q8TD30. Recombinant GPT2, coupled pyruvate oxidase/HRP Amplex Red fluorescence. AID 1671188. Potency, µM (titrated, usually from 57.7 µM), without a hit: top-dose activity change, negative = inhibition, usual class: inhibitors; note: potency is the fitted concentration of half-maximal effect; nearly all actives have a fitted effect of over 60% in size; many of its hits are not listed in these tables
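Recombinant GPT2 (10ng/uL) with 250uM a-KG and 2mM L-alanine, 30 min at room temperature, in HEPES pH 7.5 buffer. Pyruvate detected by pyruvate oxidase/HRP/Amplex Red fluorescence after 30 min in the dark; AOA (50uM) as positive control.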
IP6K1 inhibitor: IP6K1 kinase inhibition. IP6K1 kinase, ADP-Glo luminescence, 2 h; stronger effect = lower value. activity change, % (series mostly up to about 58 µM). Q92551. actives 0.81% (n = 140,000); in the data active = activity change below about -25%
Target sequence (Q92551 whole entry, looked up): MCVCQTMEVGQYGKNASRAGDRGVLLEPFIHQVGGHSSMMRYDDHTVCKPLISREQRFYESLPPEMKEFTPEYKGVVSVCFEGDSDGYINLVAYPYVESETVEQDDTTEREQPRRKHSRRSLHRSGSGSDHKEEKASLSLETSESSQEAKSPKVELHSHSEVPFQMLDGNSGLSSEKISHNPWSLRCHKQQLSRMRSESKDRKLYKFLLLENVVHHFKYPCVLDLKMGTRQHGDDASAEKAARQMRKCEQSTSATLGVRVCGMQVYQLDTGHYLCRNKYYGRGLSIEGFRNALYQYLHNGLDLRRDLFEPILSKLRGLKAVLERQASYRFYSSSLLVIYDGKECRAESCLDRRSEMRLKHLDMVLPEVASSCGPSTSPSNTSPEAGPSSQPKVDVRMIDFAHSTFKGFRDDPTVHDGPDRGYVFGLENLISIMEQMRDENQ
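ADP-Glo luminescence measures ADP made by human IP6K1 during a 2 h RT reaction with ATP/IP6 (mix at 1.3 mM/130 uM); top library doses 57.5 and 19.1 uM final.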
NIH3T3 tox: NIH 3T3 cell cytotoxicity. NIH 3T3 viability, CellTiter-Glo ATP luminescence, 48-72 h. Potency, µM (top dose mostly 96.7 µM), for inactives: at the highest dose activity change, negative = cytotoxicity, usual class: inhibitors. actives 4.3% (n = 94,000); note: potency is the fitted concentration of half-maximal effect; nearly all actives have a fitted effect of over 55% in size
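Cytotoxicity is measured as loss of cellular ATP: NIH 3T3 cells (400/well) are exposed to compound for 48 or 72 hr at 37 °C, then CellTiter-Glo luminescence is imaged after 10 min at room temperature.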
HEK293 viab: counter-screen for SNCA expression inhibitors: cell viability. actives 0.12% (n = 150,000). HEK-293-SNCA-luc viability, GF-AFC fluorescence, 24 h. Potency, µM (doses to about 57.1 µM), without a hit: at the top dose activity change, negative = cytotoxicity, actives largely listed as cytotoxic;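 note: potency is the fitted concentration of half-maximal effect; 0% = DMSO-treated cells and -100% = medium-only wells without cells; nearly all actives have a fitted effect of over 30% in size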
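Cytotoxicity counterscreen: after 24 h compound treatment of genome-edited SNCA-luciferase HEK-293 cells, live-cell protease substrate GF-AFC read by fluorescence after 30 min; activity scaled between DMSO (0%) and medium-only (-100%), curves Hill-fitted.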
SNCA expr inh: inhibitors of alpha-synuclein (SNCA) gene expression; HEK-293 SNCA-luciferase knock-in, luminescence, 24 h; Potency, µM (titrated, usually from 57.2 µM), for the others: at the highest dose activity change, negative = inhibition, hits mostly inhibitors; actives 0.17% (n = 140,000);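 note: potency is the fitted concentration of half-maximal effect; plate controls were DMSO cells for no effect and cell-free wells for full effect; nearly all actives have a fitted effect of over 45% in size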
HEK293 tox: HEK 293 cell cytotoxicity. AID 1345083. actives 6.6% (n = 94,000). HEK 293 viability, ATP luminescence (CellTiter-Glo), 48-72 h. Potency, µM (doses to about 115 µM), for the others: at the highest dose activity change, negative = cytotoxicity, actives largely listed as inhibitors; note: potency is the fitted concentration of half-maximal effect; nearly all actives have a fitted effect of over 60% in size
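HEK 293 cells at 250 cells/well were exposed to compounds by pintool transfer for 48 or 72 hr at 37 degree Celsius, 5% CO2. Viability was read as ATP-coupled luminescence with CellTiter-Glo after 10 min at room temperature.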
Starred values were filed as active, the others as inactive; i = inactive; ? = inconclusive; · = not tested or not shown; & = joins results of further samples; ! = not active in a repeat; [ ] = remark or other dose. Unless noted, calls come from the whole dose curve; as a rule, active = well fitted curve in the direction sought with a large enough effect; inconclusive = small, poorly fitted or top-dose-only effect, or another doubt; inactive = no such curve, though single readings can be large; an effect the other way counts as inactive or inconclusive. Unless noted, % is set by controls: 0 for no effect and ±100 for the full control effect. This is a subset. The share of hits here may be higher or lower than overall.

SMILES	FLuc inh	GPT2 inh	IP6K1 inhibitor	NIH3T3 tox	HEK293 viab	SNCA expr inh	HEK293 tox
CC(=O)N1CC2(CCN(Cc3nnc(C)n3C)CC2)CC1C(=O)O (configuration not stated)	-9%	-10%	3	4%	4%	3%	4%
O=C1CCCN1CCCN1C(=O)[C@@H]2C[C@@H](O)CN2C2(CN(Cc3cccc(OC(F)(F)F)c3)C2)C1=O	-4%	i	-7	-5%	-1%	-19%	i
CC(C)COC(=O)N1C[C@H](C(N)=O)[C@H]2c3ccccc3N(C)C(=O)[C@]21C	·	·	-4	?	·	·	-20%
CC(C)(C)OC(=O)CN(Cc1ccc(Cl)cc1)Cc1ccc([N+](=O)[O-])s1	·	-22%	·	·	6%	17%	·
COc1ccc(CC(=O)N2CCc3nc(-c4ccc(Cl)cc4)nc(-c4ccccc4)c3C2)cc1	8%	-6%	13	?	-8%	-13%	?
C#CCN(C)C(=O)c1onc(-c2ccc(OC)cc2)c1[C@H](C)O	3%[172 µM]	i	-4	-12%[138 µM]	-5%[87.6 µM]	4%[87.6 µM]	-21%[172 µM]
CCN(CC)c1ccc(NC(=O)CN2C(=O)c3cccnc3Oc3ccc(Cl)cc32)c(C)c1	·	·	4	·	5%	33%[activator]	·
CCOc1ccccc1NC(=O)N1CCCCCCNC(=O)[C@@H]2CCCC[C@@H]21	1%	i	4	-23%	2%	11%	?
Cc1cccnc1CN1C[C@@H](F)[C@@H](OCc2nc3ccccc3o2)C1	-5%[172 µM]	2%[88.5 µM]	-3	?	-10%[87.6 µM]	29%[87.6 µM]	?
N#Cc1ccc2nc([C@H]3CCN(Cc4ccc(F)c(F)c4)C3)[nH]c2c1	-11%[172 µM]	-9%[88.5 µM]	4	32µM*	-28%[87.6 µM]	?	?
CN1CC(=O)N(c2cccnc2)Cc2c(NCC3CCCCC3)ncnc21	-3%	i	-5	i	-4%	-5%	3%
CCOC(=O)N1CCC(N2CCN(c3cc(C(C)C)nc(C)n3)CC2)CC1	10%	i	-7	-4%	0%	?	?
CC(C)(O)CCc1cccc(C(=O)NC2CCN(c3ncccc3C#N)CC2)c1	-3%	-6%	15	?	-4%	?	?
CCCc1nn(C)c2c(=O)[nH]c(-c3cc(S(=O)(=O)N4CCN(C)CC4)ccc3OCC)nc12	·	2%	10&-3	·	?	-12%	·
O=C(O)c1ccc(CN2Cc3[nH]cnc3C[C@H]2c2nc(-c3ccc(F)c(Cl)c3)no2)cc1	-3%	2%	-5	-17%	10%	24%	-6%
Cc1ccc(NC(=O)N2CCc3[nH]c4ccc(F)cc4c3C2)cc1	?	i	0	?	12%	64%[activator]	?
COc1ccc(Nc2ccnc(N3CCCC(C(=O)NCCc4ccccc4F)C3)n2)cc1 (configuration not stated)	·	-37%	1	?	?	-17%	22µM*
COc1ccc(C(=O)N2CC[C@H]3COC(=O)N3c3cc(C)ccc3C2)cc1	4%[172 µM]	-8%[88.5 µM]	2	i	-26%[87.6 µM]	21%[87.6 µM]	0%[172 µM]
CSCCCN1CC(Oc2cccc(C(=O)N3CCCC3)c2)C1	-11%	i	1	-8%	-21%	-3%	-5%
O=c1c2c(n(Cc3ccccc3)n1-c1ccccc1)CN(Cc1cccnc1)CC2	-8%[172 µM]	i	-1	?	-3%[87.6 µM]	30%[activator][87.6 µM]	-7%[172 µM]
Cc1ccc(CCNC(=O)c2ccc3c(c2)N(Cc2cccc(Cl)c2)C(=O)c2ccccc2S3(=O)=O)cc1	·	·	-6	·	7%	-24%	·
COC(=O)[C@H]1[C@H]2C[C@@H]3c4[nH]c5cc(OC)ccc5c4CCN3C[C@H]2C[C@@H](OC(=O)c2cc(OC)c(OC)c(OC)c2)[C@@H]1OC	·	4%	24&4	·	-16%	-29%	·
Cc1ccc(NC(=O)N2Cc3[nH]cnc3C[C@H]2c2nc(-c3ccncc3)no2)cc1	15%[172 µM]	-5%[88.5 µM]	12	2%[174 µM]	3%[87.6 µM]	5%[87.6 µM]	i
COCCn1ccc2c(C3=CCOCC3)nc(-c3cccc(CO)c3)cc21	7%[172 µM]	3%[88.5 µM]	2	13µM*	-1%[87.6 µM]	5%[87.6 µM]	?
COc1ccc(-n2nc(C(=O)Nc3cccc(C)n3)c3c4ccccc4n(C)c3c2=O)cc1	·	·	5	·	6%	-4%	·
O=C(NC1CCN(Cc2ccccc2)CC1)c1nn(CC2CC2)c2c1CNCC2	·	3%	8	?	-8%	43%[activator]	?
COc1ccc(CCNC(=O)Cn2c(=O)nc(-c3ccccc3)c3ccccc32)cc1OC	·	·	-6	·	3%	88%[activator]	·
COc1cccc(C(=O)Nc2ccccc2OCc2cc(=O)n3ccccc3n2)c1	·	·	26	·	-1%	28%	·
COc1cc(N2CCC(O)CC2)ccc1Nc1cc(Nc2ccccc2S(=O)(=O)C(C)C)c2cc[nH]c2n1	·	3.4µM*!	-3	·	?	?	·
CCc1nc2c(NC(=O)NCc3ccc(OC)cc3)cccn2n1	?	i	19	-22%	3%	4%	-20%
CCCN(CC1CCOC1)S(=O)(=O)c1ccc2c(c1)CCC2 (configuration not stated)	5%	i	3	?	-20%	-16%	?
CC(C)NC(=O)N1CC[C@H](c2nc3ccc(F)cc3[nH]2)C1	-9%[230 µM]	4%[88.5 µM]	6	1%[230 µM]	1%[87.6 µM]	-21%[87.6 µM]	i
O=C(c1ccncc1)N1CCCN(CCc2ccccc2)c2ccccc21	-6%	i	-12	?	-3%	-2%	?
COc1cccc(CC(=O)N2CCC(C3CCN(C(C)=O)CC3)C2)c1 (configuration not stated)	·	-4%	3	-22%	2%	-3%	-4%
O=C(N1CCCN(c2cc(-c3ccc(Cl)cc3)[nH]n2)CC1)C1(c2ccccc2)CC1	-8%	?	-11	35µM*	-6%	?	40µM*
CN(C)CC1(O)CCC2(CCN(C(=O)c3cnccn3)CC2)CC1	4%	-11%	15	-9%	-4%	4%	-8%
O=C(c1cccc(OC2CN(C3CCSCC3)C2)c1)N1CCCC1	·	1%	6	-13%	-16%	-1%	i
Cn1ccnc1C(=O)N1CCN(C(=O)N2CC3CC(C2)[C@H]2CCCC(=O)N2C3)CC1 (some centres not stated)	13%	-16%	3	i	10%	6%	0%
CNC(=O)c1ccc2nc(CCc3ccccc3)oc2c1	·	·	17	·	-8%	168%[activator]	·
O=C(c1cccnc1)N1CC(Oc2ccc(-c3noc(-c4ccccc4)n3)cc2)C1	?	i	5	-15%	?	2%	?
CCC(CC)c1nn2c(=O)cc(COc3ccc(NC(=O)c4ccccc4C)cc3)nc2s1	·	·	-12	·	-3%	24%	·
Cc1ccc(C)c(CN2C(=O)c3ccccc3S(=O)(=O)c3ccc(C(=O)Nc4cc(F)ccc4F)cc32)c1	·	·	7	·	-5%	-9%	·
COc1ccc(Br)cc1CNC(=O)CN1C(=O)CCCc2ccccc21	·	·	8	·	-4%	30%	·
CC1(C)CCCC2(C)c3c4c(c(=O)oc(=O)c3=CCC12)=CCC1C(C)(C)CCCC41C (configuration not stated)	·	-12%[27.3 µM]	10	·	0%[23.9 µM]	·	·
COc1ccc(C2CC(=O)c3cnc4c(-c5ccc(F)cc5)c(C)nn4c3C2)cc1OC (configuration not stated)	·	·	-2	·	-9%	1%	·

Pulled one by one from above:
SMILES	FLuc inh	GPT2 inh	IP6K1 inhibitor	NIH3T3 tox	HEK293 viab	SNCA expr inh	HEK293 tox
O=C(c1cccc(OC2CN(C3CCSCC3)C2)c1)N1CCCC1	·	1%	6	-13%	-16%	-1%	i
COc1ccc(Br)cc1CNC(=O)CN1C(=O)CCCc2ccccc21	·	·	8	·	-4%	30%	·

(more compounds)
SMILES	FLuc inh	GPT2 inh	IP6K1 inhibitor	NIH3T3 tox	HEK293 viab	SNCA expr inh	HEK293 tox
O=C(Cc1cccs1)N1CCC2(CC1)CC(N(Cc1ccc(F)cc1)C1CC1)CCO2 (configuration not stated)	5%	i	-15	?	1%	-3%	?
Cc1nnc(-c2cc(C(=O)NC3CCOCC3)ccn2)n1CCc1ccccc1	4%[172 µM]	i	12	89µM*	12%[87.6 µM]	-8%[87.6 µM]	i
COc1ccccc1CNC(=O)C1N(C(C)C)C(=O)C12CCCC2 (configuration not stated)	1%	1%	-10	-17%	3%	20%	-3%
CN(C)Cc1nnc(C2CC(NC(=O)c3ccc4c(c3)CCO4)C2)n1C (configuration not stated)	-9%	5%	1	1%	-16%	6%	-14%
COc1cccc(-c2c(C(=O)NCC(C)C)nc3sccn23)c1	·	i	-9	-22%[138 µM]	-8%[87.6 µM]	-13%[87.6 µM]	-6%[172 µM]
COc1ccc([C@H]2C[C@@H](O)[C@@H](O)[C@@H]2NS(=O)(=O)c2ccc(C#N)cc2)cc1	12%[172 µM]	2%[88.5 µM]	-11	-20%[174 µM]	8%[87.6 µM]	15%[87.6 µM]	i
CN(C)C(=O)CN1C(=O)CO[C@H](c2ccc(NC(=O)c3ccccc3)cc2)[C@H]1CO	-13%[172 µM]	-2%[88.5 µM]	-4	i	-8%[87.6 µM]	29%[87.6 µM]	-12%[172 µM]
CNC(=O)N1CCC(C2CCN(C(=O)CCn3cccn3)C2)CC1 (configuration not stated)	-2%	i	11	-9%	-2%[12.5 µM]	-5%	-12%
O=C1CN(Cc2ccc(-c3cccs3)cc2)CCN1c1ccc(Cl)nn1	·	4%	13	?	-10%	?	?
O=C(CN1CCCC1=O)N[C@H]1CN(Cc2ccccc2F)C[C@@H]1C1CC1	0%	-1%	-1	3%	-4%	8%	2%
CC(C)CN1CCC2(CC1)CC(C(=O)N1CCOCC1)N(C)C2 (configuration not stated)	·	i	5	-22%	1%	-15%	-8%
O=C(NC1CCc2ccccc21)C1CCN(C(=O)c2ncn3c2COC(c2ccccc2)C3)CC1 (configuration not stated)	40µM*	-22%	-9	-1%	7%	102%[activator]	-7%
COc1ccc(CNC(=O)CN2C(=O)CSc3ccc(S(=O)(=O)N4CCOCC4)cc32)c(OC)c1	·	·	9	·	-17%	-8%	·
CC1=C(C(=O)Nc2ccc(Cl)cc2)C(c2ccccc2C)n2ncc(C(=O)Nc3ccc(C)cc3)c2N1 (configuration not stated)	·	·	14	·	3%	-22%	·
COC(=O)c1ccc(Cl)cc1NC(=O)N(Cc1ccc(C)o1)C1CCN(C(C)=O)CC1	·	·	-15	·	-17%	8%	·
CCN(CC)CCCNc1sc(S(=O)(=O)c2ccccc2)nc1S(=O)(=O)c1ccc(Cl)cc1	·	·	-1	·	-11%	0%	·
O=C(NCc1ccccc1)c1cnc2n1CCN(Cc1ccccn1)CC2	0%[172 µM]	i	-13	?	0%[87.6 µM]	-10%[87.6 µM]	?
O=C(NCCC1=CCCCC1)c1cc2c(s1)CN(C1CCCC1)C2	?	i	2	-11%	3%	111%[activator]	-8%
